Anesthetic bind: candidate novel general anesthetic via apoferritin binding. P02791. Potency, µM (top dose mostly 77.5 µM), for inactives: at the top dose activity change, negative = displacement, hits mostly inhibitors. apoferritin/1-aminoanthracene competitive binding, fluorescence. 350,000 compounds, 0.074% hits; further: nearly all actives have a fitted effect of over 20% in size
Target sequence (P02791 2-175 limits assumed): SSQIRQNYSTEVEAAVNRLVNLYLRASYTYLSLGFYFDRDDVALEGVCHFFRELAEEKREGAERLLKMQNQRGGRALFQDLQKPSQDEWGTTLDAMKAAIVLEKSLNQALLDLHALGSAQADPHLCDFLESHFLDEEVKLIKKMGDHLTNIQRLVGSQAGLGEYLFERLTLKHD
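Horse-spleen apoferritin (10 uM) in 50% saturated 1-aminoanthracene in PBS was incubated 10 min at room temperature with compound. Fluorescence (ex 380, em 535 nm) was normalized to free and bound 1-AMA, with concentration-response fitted by a four-parameter Hill equation.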
APE1 inh: APE1 (human) endonuclease inhibition; P27695; recombinant APE1, TAMRA/BHQ-2 abasic DNA cleavage fluorescence; Potency, µM (top dose mostly 65.8 µM), for inactives: at the highest dose activity change, negative = inhibition, most hits filed as inhibitors; 350,000 compounds, 0.35% hits; AID 2517;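 further: plate controls were vehicle for no effect and reference inhibitor for full effect; nearly all actives have a fitted effect of over 55% in size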
Target sequence (P27695 whole entry, looked up): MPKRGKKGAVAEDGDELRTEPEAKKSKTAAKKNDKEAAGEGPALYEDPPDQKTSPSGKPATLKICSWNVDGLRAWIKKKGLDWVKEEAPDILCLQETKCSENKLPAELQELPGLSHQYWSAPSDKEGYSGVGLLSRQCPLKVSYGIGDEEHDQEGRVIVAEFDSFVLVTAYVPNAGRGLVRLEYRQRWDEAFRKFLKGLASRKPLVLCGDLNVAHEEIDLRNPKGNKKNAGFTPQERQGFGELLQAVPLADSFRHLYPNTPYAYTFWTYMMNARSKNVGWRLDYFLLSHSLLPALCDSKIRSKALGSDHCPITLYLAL
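Incision of a quenched TAMRA/BHQ-2 THF abasic-site duplex (50 nM) by 0.75 nM APE1, after 15 min compound preincubation, measured as fluorescence increase over three 60 s reads. Values normalized to buffer, DMSO and NSC13755 control wells.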
BLM helicase inh: Bloom syndrome helicase (human) inhibition; AID 2528; Potency, µM (highest dose often 56.1 µM), without a hit: at the top dose activity change, negative = inhibition, usual class: inhibitors; recombinant BLM DNA unwinding, fluorescence dequenching; 350,000 compounds, 0.2% hits;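 further: plate controls were vehicle for no effect and no enzyme for full effect; nearly all actives have a fitted effect of over 35% in size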
* = called active by the depositor; ? = inconclusive; & = joins results of further samples; [ ] = another dose, or the depositor's remark. The call rests on the fitted dose curve; in most records, active means well fitted curve in the direction sought with a large enough effect; inconclusive means small, poorly fitted or top-dose-only effect, or another doubt; inactive means no such curve, though single readings can be large; an effect the other way counts as inactive or inconclusive. Unless noted, on the % scale 0 is the no-effect control and ±100 the full control effect; potency means the concentration at half of the fitted maximal effect. An excerpt; the hit share may differ from the screen's.

Structure | Anesthetic bind | APE1 inh | BLM helicase inh
CCCn1c(-c2ccc(F)cc2)nc2c(NCCCN(CCO)CCO)nc(C)nc21 | -1% | 7% | -13%
COc1ccc(O[C@H]2C=C[C@@H](c3ccccc3)O[C@H]2CO/N=C(/C)CCC(=O)OC[C@@H]2O[C@H](C#Cc3ccccc3)C=C[C@@H]2Oc2ccc(C)cc2)cc1 | -5%[15.3 µM] | -9%[12.4 µM] | -3%[12.4 µM]
CO[C@@H]1COC(=O)[C@H]2CCCN2C(=O)[C@@H](C)COC(=O)[C@H](COCc2ccccc2)NC(=O)C/C=C\[C@H]1C | -6%[15.3 µM] | 19%[12.4 µM] | -1%[12.4 µM]
COc1ccc(OC)c(-c2nnc3n2N=C(c2c(OC)cccc2OC)CS3)c1 | -14% | -1% | 3%
CO/N=C\c1ccc(C(=O)N2[C@H](c3ccc(C)cc3)[C@@H](C)CC[C@H]2C(=O)OC)cc1 | -8%[15.3 µM] | -5%[12.4 µM] | 0%[12.4 µM]
CCN(CC)CCCC(C)Nc1nc(C)cc(Nc2ccc3nc(C)cc(N)c3c2)n1 (stereo unspecified) | 3% | -12% | -19%
Cc1nc(N2CCOCC2)c2nc(-c3ccccc3)n(CCCN3CCCCC3C)c2n1 (stereo unspecified) | -7% | ? | 5%
C[C@@H]1/C=C\CC(=O)OC[C@H](C)C(=O)N[C@@H](C)C(=O)OC1 | -6%[15.3 µM] | 1%[12.4 µM] | -3%[12.4 µM]
CNc1nc(C#N)nc(Nc2ccccc2)n1 | -9% | ? | -4%
O=C1[C@H]2[C@H]3[C@H](O)[C@H](O)C/C(=N/OC[C@@H](O)COCc4ccco4)[C@H]3CC[C@@H]2C(=O)N1C[C@@H]1CCCO1 | 3%[15.3 µM] | ? | 3%[12.4 µM]
COC(=O)c1ccc(C(/C=C/[C@@H](C)C(=O)NCc2cc(C)n(C)n2)NC(=O)OCc2ccccc2)cc1 (stereo partly specified) | 3% | -6% | -3%
COC(=O)C1(Cc2ccccc2)C2c3cc(C(=O)N4CCCC4)n(Cc4ccc(OC(F)(F)F)cc4)c3CC2CN1C(=O)c1ccccc1 (stereo unspecified) | -4% | -1% | -14%
COC(=O)[C@@]1(Cc2ccc(OC)cc2)[C@H]2c3cc(C(=O)N4CCCC4)n(Cc4ccc(S(C)(=O)=O)cc4)c3C[C@H]2CN1C(=O)c1ccccc1 | -16% | ? | -10%
CC(=O)OC[C@H]1O[C@@H](O/N=C(\C)CCN2CCCCc3nc(C)c(C)cc32)[C@H](OC(C)=O)[C@@H](OC(C)=O)[C@H]1OC(C)=O | -2%[15.3 µM] | ? | 0%[12.4 µM]
O=C1[C@@H]2[C@H]3[C@H](O)[C@H](O)C/C(=N/OCc4ccccc4)[C@H]3CC[C@H]2C(=O)N1c1ccc(F)cc1F | -2%[15.3 µM] | 12%[12.4 µM] | 0%[12.4 µM]
COC(=O)[C@@]1(Cc2ccc(F)cc2)[C@@H]2C(=CC(=O)[C@H]2CC(=O)C(=O)N(C)C)CN1C(=O)c1ccccc1 | -10% | -1% | -5%
CC(C)=NO[C@@H](C)c1cc(-c2c(C)cc(C)cc2C)no1 | 1%[15.3 µM] | -7%[12.4 µM] | -1%[12.4 µM]
CC(C)CC1(C(=O)NCC2CC2)C=CCN1C(=O)c1ccccc1 (stereo unspecified) | -20% | -2% | -8%
COc1cccc(/C=C/C2=CC3(C)CC2(C)C(c2cccc(OC)c2)CC3=O)c1 (stereo unspecified) | 6%[15.3 µM] | 22%[12.4 µM] | -1%[12.4 µM]
COC(=O)NC(/C(C(=O)OC)=C(\C)NCc1ccccc1)c1cccc(C)c1 (stereo unspecified) | 7%[15.3 µM] | ? | -3%[12.4 µM]
CC(C)CO/N=C1/C[C@@H](O)[C@@H](O)[C@@H]2[C@@H]3C(=O)N(C4CCCCC4)C(=O)[C@H]3CC[C@@H]12 | 0%[15.3 µM] | 15%[12.4 µM] | -2%[12.4 µM]
COc1ccc(C2=Nn3c(nnc3-c3cc(OC)ccc3OC)SC2)c(OC)c1 | -15% | -1% | 1%
COCCN=C1OC(=O)N2C(=O)C3=C4C(C[C@H]5C(=O)N(CC(=O)OC)C(=O)[C@H]5[C@H]4[C@@]12Cc1ccccc1)[C@H]1C(=O)N(CC(=O)OC)C(=O)[C@H]1[C@H]3C (stereo partly specified) | -9% | -1% | 0%
CCC1=C2CC[C@H]3C(=O)N(CC)C(=O)[C@H]3[C@H]2[C@@]2(C)C(=O)N(CC(=O)OC)C(=O)N2C1=O | -1% | 2% | -7%
C=CCc1cccc(C2C(C)CCC3C(=O)N4C(Cc5c([nH]c6ccccc56)C4c4cc(OC)c(OC)c(OC)c4)C(=O)N32)c1 (stereo unspecified) | -5%[15.3 µM] | 3%[12.4 µM] | -4%[12.4 µM]
CO[C@H]1COC(=O)[C@@H](C)COC(=O)[C@@H](OCc2ccccc2)/C=C\[C@@H]1C | -9%[15.3 µM] | ? | -1%[12.4 µM]
C#CCCCO/N=C1/C[C@@H](O)[C@@H](O)[C@@H]2[C@@H]3C(=O)N(CCC(=O)OCC)C(=O)[C@H]3CC[C@H]12 | -7%[15.3 µM] | ? | -6%[12.4 µM]
O=C1[C@H]2[C@H]3[C@H](O)[C@H](O)C/C(=N/OCc4ccccc4)[C@H]3CC[C@@H]2C(=O)N1Cc1ccc2c(c1)OCO2 | -8%[15.3 µM] | -8%[12.4 µM] | 0%[12.4 µM]
CC(C)CO/N=C1/C[C@@H](O)[C@@H](O)[C@@H]2[C@@H]3C(=O)N(c4cccc(Oc5ccccc5)c4)C(=O)[C@H]3CC[C@@H]12 | -9%[15.3 µM] | ? | -6%[12.4 µM]
CCCn1c(C)nc2c(NCCCCN(CC)CC)nc(C)nc21 | -5% | -5% | -7%
COC(=O)NC(/C(C(=O)OC)=C(\C)NCc1ccccc1)c1ccc2ccccc2c1 (stereo unspecified) | 141%[activator][15.3 µM] | -2%[12.4 µM] | -11%[12.4 µM]
COC(=O)c1ccc(C(NC(=O)OCc2ccccc2)/C(F)=C/[C@@H](C)C(=O)N(C)Cc2cccnc2)cc1 (stereo partly specified) | 0% | 10% | -1%
CC12C=C(/C=C/C=C/c3ccccc3)C(C)(C1)C(/C=C/c1ccccc1)CC2=O (stereo unspecified) | ? | ? | -9%[12.4 µM]
Cc1ccc(/C=C/C2=CC3(C)CC2(C)C(c2ccc(C)cc2)CC3=O)cc1 (stereo unspecified) | -22%[15.3 µM] | ? | -3%[12.4 µM]
CCC/C=C(\CCC)C(NC(=O)c1ccccc1)c1ccc(C(=O)OC)cc1 (stereo unspecified) | -12% | -5% | -14%
COC(=O)N1C2(C=CC1(C)C(=O)NCc1ccc(N(C)C)cc1)CCCCC2 (stereo unspecified) | -1% | 0% | -1%
COC(=O)[C@@]1(Cc2ccc(OC)cc2)[C@H]2c3cc(C(=O)N4CCCC4)n(CCc4c[nH]c5ccccc45)c3C[C@H]2CN1C(=O)c1ccccc1 | 1% | -4% | -6%
COC(=O)C1(C)C=CCN1C(=O)c1ccccc1 (stereo unspecified) | 3% | 10% | -5%
CO[C@@H]1COC(=O)C/C=C\[C@H](C)[C@@H](NS(=O)(=O)c2ccc(C)cc2)COC(=O)C/C=C\[C@@H]1C | 4%&5%[15.3 µM] | -2%&14%[12.4 µM] | -1%&1%[12.4 µM]
C[C@@]1(C(NS(=O)(=O)c2cccc3cccnc23)c2ccc(-c3ccccc3)cc2)C[C@H]1C1CCCCC1 (stereo partly specified) | ? | -1% | -9%

Full records from above. Values in the order: Anesthetic bind	APE1 inh	BLM helicase inh
COC(=O)[C@@]1(Cc2ccc(OC)cc2)[C@H]2c3cc(C(=O)N4CCCC4)n(CCc4c[nH]c5ccccc45)c3C[C@H]2CN1C(=O)c1ccccc1 across the screens: 1%	-4%	-6%
Cc1ccc(/C=C/C2=CC3(C)CC2(C)C(c2ccc(C)cc2)CC3=O)cc1 (stereo unspecified) across the screens: -22%[15.3 µM]	?	-3%[12.4 µM]

Other records follow:
Structure | Anesthetic bind | APE1 inh | BLM helicase inh
CC(C)(C)CNc1nc(C#N)nc(Nc2ccccc2)n1 | -17% | -5% | -9%
CCCn1c(C)nc2c(NC3CCN(Cc4ccccc4)C3)nc(C)nc21 (stereo unspecified) | -1% | -3% | 5%
OC(CN1CCNCC1)Cn1c2ccc(Br)cc2c2cc(Br)ccc21 (stereo unspecified) | -5% | -8% | 87%[activator]
CCCCNC(=O)C(c1ccc(OCC(=O)OC)c(C(=O)OC)c1)N(Cc1ccccn1)C(=O)CCCCCN1C(=O)NC(c2ccc(-c3ccccc3)cc2)C(C(=O)OCc2ccccc2)=C1C (stereo unspecified) | -3% | -2% | -8%
O=Cc1ccc(OC2C=CC(C#Cc3ccccc3)OC2CO)cc1 (stereo unspecified) | -5%[15.3 µM] | -2%[12.4 µM] | -6%[12.4 µM]
COC(=O)[C@@]1(Cc2ccccc2)[C@H]2c3cc(C(=O)N4CCCC4)[nH]c3C[C@H]2CN1C(=O)c1ccccc1 | -3% | -5% | -1%
COC(=O)c1ccc(C(NC(=O)OCc2ccccc2)/C(F)=C/[C@@H](C)C(=O)NCc2cc(C)on2)cc1 (stereo partly specified) | -5% | -2% | -4%
Cc1cc(F)ccc1OC1C=CC(c2ccc3c(c2)OCO3)OC1CO (stereo unspecified) | -16%[15.3 µM] | ? | -3%[12.4 µM]
CCc1c2c(nc3ccc(OC)cc13)OC(C)C2 (stereo unspecified) | -4% | -2% | -79%
CCC1=C(OC(=O)N(CC)CC)N2C(=O)OC(=NCC3CC3)[C@]2(C)[C@H]2C1=CC[C@H]1C(=O)N(c3ccccc3)C(=O)[C@H]12 | ? | -5% | -5%

As entered above:
APE1 inh, CCc1c2c(nc3ccc(OC)cc13)OC(C)C2 (stereo unspecified) → -2%
Anesthetic bind, CCCCNC(=O)C(c1ccc(OCC(=O)OC)c(C(=O)OC)c1)N(Cc1ccccn1)C(=O)CCCCCN1C(=O)NC(c2ccc(-c3ccccc3)cc2)C(C(=O)OCc2ccccc2)=C1C (stereo unspecified) → -3%
BLM helicase inh, Cc1cc(F)ccc1OC1C=CC(c2ccc3c(c2)OCO3)OC1CO (stereo unspecified) → -3%[12.4 µM]
Anesthetic bind, CC(C)(C)CNc1nc(C#N)nc(Nc2ccccc2)n1 → -17%
APE1 inh, COC(=O)c1ccc(C(NC(=O)OCc2ccccc2)/C(F)=C/[C@@H](C)C(=O)NCc2cc(C)on2)cc1 (stereo partly specified) → -2%

Next records:
Structure | Anesthetic bind | APE1 inh | BLM helicase inh
COC(=O)[C@@]1(Cc2ccccc2)[C@@H]2[C@@H](CC(=O)[C@H]2CC(=O)C(=O)N(C)C)CN1C(=O)c1ccccc1 | -13% | 12% | 5%
COC(=O)[C@@]1(C)C=C[C@@H](Cc2ccccc2)N1C(=O)c1ccccc1 | -14% | -3% | -10%
Cc1ccc(S(=O)(=O)N[C@H]2COC(=O)C/C=C\[C@@H](C)[C@H](NS(=O)(=O)c3ccc(C)cc3)COC(=O)C/C=C\[C@H]2C)cc1 | -10%[15.3 µM] | ? | 2%[12.4 µM]
CCCC[C@@H]1C[C@H]1C(NC(=O)c1ccccc1)c1ccc(-c2ccccc2)cc1 (stereo partly specified) | 5% | -8% | -9%
CCCn1c(-c2ccc(F)cc2)nc2c(NCCN3CCSCC3)nc(C)nc21 | -13% | -1% | -1%
CCc1cccc2c(-c3ccccc3)c3c(nc12)OCC3 | -8% | -2% | -3%
CC(=O)OC[C@@H]1O[C@@H](O/N=C2/C[C@@H](O)[C@@H](O)[C@@H]3[C@@H]4C(=O)N(C[C@@H]5CCCO5)C(=O)[C@H]4CC[C@@H]23)[C@H](OC(C)=O)[C@H](OC(C)=O)[C@@H]1OC(C)=O | -10%[15.3 µM] | 12%[12.4 µM] | 0%[12.4 µM]
CO[C@H]1COC(=O)[C@@H](Cc2ccccc2)NC(=O)[C@@H](C)COC(=O)CCC[C@@H]1C | 4%[15.3 µM] | 3%[12.4 µM] | -3%[12.4 µM]
C[C@@H]1CC[C@H]2C(=O)O[C@H](CN=[N+]=[N-])CN2[C@@H]1c1ccc(Br)cc1 | -1%[15.3 µM] | 18%[12.4 µM] | -3%[12.4 µM]
Cc1noc(C)c1-c1ccc2ncnc(NCc3cccc(Cl)c3)c2c1 | -8% | -8% | 2%
CC(=O)OC[C@@H]1O[C@@H](O/N=C2/C[C@@H](O)[C@@H](O)[C@@H]3[C@H]4C(=O)N(c5ccc(F)cc5F)C(=O)[C@@H]4CC[C@@H]23)[C@H](OC(C)=O)[C@H](OC(C)=O)[C@@H]1OC(C)=O | -4%[15.3 µM] | 13%[12.4 µM] | 0%[12.4 µM]
O=C1[C@H]2[C@H]3[C@H](O)[C@H](O)C/C(=N/OCc4ccccc4)[C@@H]3CC[C@@H]2C(=O)N1c1cccc(Oc2ccccc2)c1 | 3%[15.3 µM] | ? | -3%[12.4 µM]
CC(C)(C)Nc1nc(C#N)nc(Nc2ccccc2)n1 | -19% | -1% | -11%
COC(=O)C1(CC(C)C)C=C2C(=C(C(C)C)C(=O)C2C)CN1 (stereo unspecified) | -11% | -9% | -6%
